Screens as filed in PubChem.
ELG1 genotox: inducers of genotoxicity in HEK293T ELG1-luciferase cells | 330,000 tested, 1.3% active | HEK293T ELG1-luciferase reporter, luminescence, 16 h | AID 504466 | Potency, µM (top dose mostly 46 µM), without a hit: top-dose activity change, positive = activation, most hits filed as activators; also: potency is read from the fitted curve at half-maximal effect; % of control where 0% means no effect; nearly all actives have a fitted effect of over 60% in size
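DMSO vehicle served as control against compound-treated ELG1-luciferase HEK293T cells; exposure lasted 16 hr at 37 °C and 5% CO2, followed by ONE-Glo luminescence detection after 30 min.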
RORgamma inh: ROR gamma (mouse) transcription inhibition; Drosophila S2 Gal4-RORgamma UAS-luciferase reporter, 20 h; Potency, µM (doses to about 53.6 µM), inactives show at the top dose activity change, negative = inhibition, hits mostly inhibitors; 310,000 tested, 5.4% active; AID 2551; also: potency is read from the fitted curve at half-maximal effect; % is scaled to controls: 0 for no effect and ±100 for the full control effect; nearly all actives have a fitted effect of over 60% in size
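Using a luciferase readout, inhibitors were identified by reduced reporter activity in Drosophila cells coexpressing a copper-inducible Gal4–ROR gamma fusion and UAS-driven Photinus luciferase, incubated 20 hr after 700 uM copper sulfate.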
Rab9 prom act: activates the Rab9 promoter; Huh7 Rab9 promoter-luciferase reporter, luminescence, 24 h; Potency, µM (titrated, usually from 9.22 µM), for inactives: at the top dose activation, negative = inhibition, hits mostly activators; 320,000 tested, 2.8% active; AID 485297; also: potency is read from the fitted curve at half-maximal effect; % of control where 0% means no effect; nearly all actives have a fitted effect of over 60% in size
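Luminescence read-out: Huh7 cells stably expressing Rab9-luciferase, treated 24 h with compound at 37 °C, then lysed with luciferase reagent for 10 min at ambient before reading.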
Giardia kill: kills Giardia lamblia. Giardia lamblia trophozoite viability. activity change, % at 7.66 µM, hits read low. 340,000 tested, 0.15% active. AID 540267; in the data active = activity change below about -80%; inconclusive = between about -30% and that limit;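 also: parasites exposed to compound for two days anaerobically before the ATP read; % is scaled to controls: 0 for no effect and ±100 for the full control effect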
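Killing of trophozoites was scored by loss of ATP luminescence after a 48 hrs anaerobic exposure to compounds at 37 deg C, using 100 cells per well.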
KCNH2 3.1 block: KCNH2 3.1 (human) potassium channel inhibition | 340,000 tested, 0.95% active | activity change, % (tested at about 1.8 µM) | U2OS KCNH2 3.1, thallium flux FluxOr; stronger effect = lower value;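 active = maximum activity change below -70%; inconclusive = maximum activity change from -70% to -50%; inactive = maximum activity change above -50%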;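 also: thallium influx rate constant from kinetic fluorescence after stimulation buffer; % is scaled to controls: 0 for no effect and ±100 for the full control effect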
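Measured as rate of thallium-driven FluxOr signal in transduced U2OS cells carrying the 3.1 channel, read kinetically for 2 min upon stimulation; values are rate constants scaled to DMSO control wells.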
Tb PFK inh: T. brucei PFK enzyme inhibition. T. brucei PFK, ADP-Glo luminescence. 330,000 tested, 0.17% active. Potency, µM (highest dose often 57.5 µM), without a hit: at the highest dose activity, negative = inhibition, actives largely listed as inhibitors. AID 485367;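 also: potency is read from the fitted curve at half-maximal effect; 0% = uninhibited 1x PFK enzyme wells and -100% = no-enzyme wells; nearly all actives have a fitted effect of over 60% in size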
Target sequence (O15648 whole entry, looked up): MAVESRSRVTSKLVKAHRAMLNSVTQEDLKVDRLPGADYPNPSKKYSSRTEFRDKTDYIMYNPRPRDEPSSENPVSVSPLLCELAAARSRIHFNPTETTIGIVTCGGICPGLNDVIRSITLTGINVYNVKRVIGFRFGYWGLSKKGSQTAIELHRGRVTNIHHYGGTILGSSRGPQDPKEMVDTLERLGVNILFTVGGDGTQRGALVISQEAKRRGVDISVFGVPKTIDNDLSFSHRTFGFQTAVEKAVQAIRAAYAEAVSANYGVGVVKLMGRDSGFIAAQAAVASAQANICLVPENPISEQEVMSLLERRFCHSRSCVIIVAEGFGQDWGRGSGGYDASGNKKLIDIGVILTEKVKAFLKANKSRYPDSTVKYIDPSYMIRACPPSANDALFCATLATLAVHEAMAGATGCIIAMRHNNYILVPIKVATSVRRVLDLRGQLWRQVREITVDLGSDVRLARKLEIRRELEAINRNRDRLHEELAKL
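Luminescent ADP detection (ADP-Glo, two-step: ATP depletion then ADP-to-ATP conversion for luciferase) reported PFK activity after 45 min room-temperature reaction of 1.25 nM enzyme with 0.5 mM F6P and 0.1 mM ATP at pH 8.0.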
FLuc counter: firefly luciferase modulation, counter-screen for miR-21 project; purified FLuc, Km substrates, luminescence inhibition; 360,000 tested, 6.9% active; Potency, µM (doses to about 57.5 µM), without a hit: at the highest dose activity change, negative = inhibition, actives largely listed as inhibitors; P08659;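 also: potency is read from the fitted curve at half-maximal effect; plate controls were vehicle for no effect and reference inhibitor for full effect; nearly all actives have a fitted effect of over 55% in size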
Target sequence (P08659 whole entry, looked up): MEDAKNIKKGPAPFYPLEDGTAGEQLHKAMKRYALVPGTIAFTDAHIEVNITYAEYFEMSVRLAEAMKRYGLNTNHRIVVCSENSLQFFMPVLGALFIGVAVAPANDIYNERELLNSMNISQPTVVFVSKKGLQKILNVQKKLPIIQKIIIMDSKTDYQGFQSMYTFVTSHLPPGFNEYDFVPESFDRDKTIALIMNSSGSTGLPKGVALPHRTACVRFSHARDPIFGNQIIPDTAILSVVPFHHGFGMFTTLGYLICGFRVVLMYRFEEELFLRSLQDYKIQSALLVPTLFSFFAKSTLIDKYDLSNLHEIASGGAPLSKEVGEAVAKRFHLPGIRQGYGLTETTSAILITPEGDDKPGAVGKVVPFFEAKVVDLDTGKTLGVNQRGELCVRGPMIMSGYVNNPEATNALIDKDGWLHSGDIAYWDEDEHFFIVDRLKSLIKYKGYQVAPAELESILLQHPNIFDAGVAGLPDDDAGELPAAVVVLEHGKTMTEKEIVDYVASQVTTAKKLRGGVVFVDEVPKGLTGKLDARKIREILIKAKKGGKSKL
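Biochemical qHTS of compounds, final roughly 60 µM downward over six points, against 10 nM purified firefly luciferase using Km concentrations of substrates (10 uM D-luciferin, 10 uM ATP) in Tris acetate pH 7.5 buffer; luminescence output.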
Gal4-VP16 FLuc: inhibits Gal4-VP16 luciferase reporter, ROR gamma counter-screen. 310,000 tested, 3.5% active. Drosophila S2 Gal4-VP16 UAS-luciferase, luminescence, 20 h. Potency, µM (titrated, usually from 53.6 µM), inactives show at the highest dose activity, negative = inhibition, hits mostly inhibitors;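 also: Gal4-VP16 expression switched on by copper sulfate through the metallothionein promoter; potency is read from the fitted curve at half-maximal effect; % is scaled to controls: 0 for no effect and ±100 for the full control effect; nearly all actives have a fitted effect of over 50% in size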
FBPA coupling cs: inhibits coupling enzyme system, counter-screen for aldolase hits; coupling enzyme system counterscreen, AmpLite Red fluorescence; AID 2472; 290,000 tested, 0.67% active; activity change, negative = inhibition, % at 58.2 µM, hits read low; in the data active = activity change below about -30%; also: % is scaled to controls: 0 for no effect and ±100 for the full control effect
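Counterscreen of the coupled detection system alone, without aldolase: glyceraldehyde-3-phosphate coupling enzymes plus AmpLite Red readout. Compounds at 57.5 uM final, 10 min RT preincubation, 20 min RT reaction, fluorescence 525/598 nm.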
NPC1 promoter act: activates the NPC1 promoter. Potency, µM (top dose mostly 9.22 µM), for inactives: top-dose activation, actives largely listed as activators. AID 485313. Huh7 NPC1 promoter luciferase reporter, 24 h. 320,000 tested, 2.4% active;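 also: potency is read from the fitted curve at half-maximal effect; % of control where 0% means no effect; nearly all actives have a fitted effect of over 60% in size; reporter is driven by a mutant NPC1 promoter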
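Readout is luciferase luminescence, reflecting NPC1 promoter activation in stably transfected Huh7 cells after 24 h compound exposure at 37 °C in reduced-serum medium with 10% FBS.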
uPA generation: cell surface uPA generation inhibition; AID 540303; 330,000 tested, 0.31% active; Potency, µM (series often up to 38.3 µM), without a hit: at the top dose activity change, negative = inhibition, actives largely listed as inhibitors; cell surface uPA generation assay, qHTS; active = well fitted inhibition curve with a large enough effect; inconclusive = small, poorly fitted or top-dose-only effect; inactive = no such curve, though single readings can be large or run the other way; tested in mouse RAW 264.7 cells; also: potency is read from the fitted curve at half-maximal effect; % is scaled to controls: 0 for no effect and ±100 for the full control effect; nearly all actives have a fitted effect of over 55% in size
Numbers without * were called inactive; ? = inconclusive; / = no result given; & = joins results of further samples; [ ] = dose if it differs, or a comment. Unless noted, calls follow the shape of the dose curve; as a rule, active = well fitted curve in the direction sought with a large enough effect; inconclusive = small, poorly fitted or top-dose-only effect, or another doubt; inactive = no such curve, though single readings can be large; an effect the other way counts as inactive or inconclusive.

SMILES	ELG1 genotox	RORgamma inh	Rab9 prom act	Giardia kill	KCNH2 3.1 block	Tb PFK inh	FLuc counter	Gal4-VP16 FLuc	FBPA coupling cs	NPC1 promoter act	uPA generation
Cc1cc(/C(N)=N/OC(=O)Nc2ccccc2)no1	9.5%	-6.8%	?	-14.9	-5.4	-1.4%	?	-25.4%	2.3	23.3%	0.0%
Cc1[nH]c2ccccc2c1C(=O)CN1C(=O)C(=O)N(C2CCCC2)C1=O	-0.7%	26.3%	-3.1%	-2.6	21.0	3.7%	-1.7%	-11.4%	0.0	-2.8%	7.9%
Cn1c2c(c(=O)c3ccccc31)CCCC2	-3.7%	-13.0%	9.5%	-1.9	-4.4	2.0%	4.1%	-2.9%	-2.9	3.5%	1.2%
O=C(CCN1C(=O)c2ccccc2S1(=O)=O)N1CCN(c2ccccc2F)CC1	1.0%	/	-4.1%	4.2	2.5	-0.2%	-1.6%	/	/	-1.3%	1.5%
N=c1n(CCN2CCCCC2)c2ccccc2n1CC(=O)c1cccc([N+](=O)[O-])c1	?	?	-3.8%	23.6	-10.5	1.6%	-0.7%	-66.1%	1.3	2.2%	-7.9%
O=C(Nc1ccccc1)C1=C[C@H](c2ccc(Br)cc2)C[C@H](OCc2ccc(CO)cc2)O1	-1.2%	32.4%	-3.8%	0.4	16.4	-5.7%	1.0%	1.6%	-2.7	-0.2%	1.4%
CCc1ccc(OCC2Cn3c(nc4c3c(=O)[nH]c(=O)n4C)O2)cc1 (stereo not given)	0.2%	37.1%	-13.7%	-7.8	-10.3	0.3%	-9.4%	-14.2%	-2.2	3.6%	4.2%
O=C(CN(CC1CCCO1)C(=O)CCC(=O)Nc1nccs1)NCC1CCCO1 (stereo not given)	0.3%	-4.7%	3.7%	-14.3	-6.0	0.6%	1.2%	1.2%	5.3	-5.1%	-0.5%
NC(=S)Nc1ccc(F)c(F)c1F	0.4%	-16.8%	-0.5%	-3.7	-2.1	4.0%	-1.1%	0.9%	-1.3	-0.1%	-5.1%
CSc1ncccc1C(=O)Nc1nc2c(C)cccc2s1	0.5%	-2.1%	-0.9%	0.4	-9.0	3.4%	-16.3%	-4.9%	1.1	11.6%	-16.7%
COc1cc(C(=O)N(Cc2ccccc2)c2cccc(C)c2)ccc1OC(F)F	-5.7%	36.0%	0.6%	0.3	1.2	2.8%	0.7%	26.0%	/	-3.8%	-14.9%
Cc1cc(-c2nc3ncccc3o2)ccc1NC(=O)CC(C)C	9.8%	19.4%	23.5%	-13.9	2.9	8.0%	?	-13.1%	8.8	15.9%	2.1%
Cc1ccc(/C(N)=N/OC(=O)COc2ccc(Cl)c(C)c2)cc1	-0.9%	-11.2%	-0.3%	3.9	-7.2	-3.5%	1.2%	-14.7%	-0.7	-3.1%	2.5%
Cc1ccc(N(CC(=O)NC(C)(C)C)C(=O)CCC(=O)Nc2nccs2)cc1C	-1.2%	2.0%	-1.7%	-17.4	-6.5	-1.8%	2.9%	0.1%	-3.2	8.8%	3.1%
CCOC(=O)C1=C(C)NC(C)=C(C(=O)OCC)C1c1ccc(O)cc1	14.4%	-11.4%	11.8%	-7.3	-5.9	-0.6%	2.7%	-1.3%	4.2	0.3%	-10.7%
Cc1ccc(CNC(=O)Cn2cccc2)cc1	4.8%	1.8%	1.4%	0.4	14.5	0.4%	1.7%	3.9%	0.7	-5.0%	-5.8%
COc1ccccc1NC(=O)c1ccc(S(=O)(=O)N2CCOCC2)cc1	-1.1%	9.2%	-4.6%	10.4	8.1	0.8%	-1.0%	2.0%	0.4	-3.4%	8.7%
Cc1csc(CNc2ncnc3ccc(-c4cccnc4)cc23)c1	-0.2%	/	6.4%	4.7	/	-5.4%&3.9%	2.4%	/	/	0.0%	-6.3%
CCOC(=O)CSC1=C(C#N)C(c2ccccc2OCC)C(C(=O)OCC)C(=O)N1 (stereo not given)	-3.9%	16.7%	8.6%	17.3	/	1.7%	0.5%	-3.0%	1.5	9.9%	0.4%
Cc1ccc(C)c(NC(=O)CCc2ccc(S(=O)(=O)NC3CCCCC3)cc2)c1	-8.4%	33.3%	-3.6%	3.7	-6.4	-3.1%	-0.4%	-7.8%	0.1	0.7%	2.9%
Cc1cc(Oc2ccccc2)nc(SCC(N)=O)n1	2.3%	-18.3%	-1.4%	-1.7	6.8	-12.5%	3.3%	2.6%	-1.1	-1.1%	0.9%
CCOc1ccc(C(=O)CCC(=O)Nc2ccccc2C)cc1	1.4%	-10.2%	0.7%	3.5	1.4	-2.9%	-3.2%	-9.6%	-0.4	-1.2%	0.8%
Cc1cc(N2CCN(C)CC2)n2cc(-c3ccc(F)cc3)nc2n1	-1.4%	24.1%	-3.8%	-13.5	-28.8	-7.1%	2.6%	-5.0%[0.365 µM]	-2.2	-1.9%	/
O=C(O)COc1c(Cl)cc(/C=C2\NC(=O)NC2=O)cc1Br	2.0%	2.4%	-3.6%	10.2	4.6	-3.0%	1.1%	-0.8%	0.3	-2.0%	3.6%
COc1ccc(NC(C)=O)cc1NC(=O)c1ccc(C#N)cc1	15.1%	18.2%	-8.5%	6.5	-26.3	-5.9%	-1.7%	-5.5%[10 µM]	6.4	-2.6%	6.2%
COCC(=O)N(Cc1cc2ccc(C)c(C)c2n2nnnc12)C1CCCC1	19.1%	-7.9%	-9.1%	12.9	-3.4	-2.2%	0.6%	5.3%[10 µM]	1.4	-0.6%	-10.6%
COc1ccc(C(C)=O)cc1CSc1nc(C)cc(C)n1	3.4%	-13.0%	-5.7%	-9.4	2.6	2.2%	3.0%	3.2%	4.6	-0.9%	-3.4%
N#CC1=C(N)Oc2n[nH]c(CSc3ccccc3)c2C12C(=O)Nc1ccccc12 (stereo not given)	-3.4%	0.1%	1.2%	-6.3	-6.5	-2.3%	-1.0%	-6.5%	-1.1	-4.5%	3.0%
NC(=O)C1CCN(C(=O)C2CC(=O)N(c3ccc(F)cc3)C2)CC1 (stereo not given)	0.9%	-34.0%	-0.9%	-2.6	1.1	1.8%	0.9%	3.5%	/	0.8%	0.6%
CC(=O)/C(N=Nc1ccc(OC(F)(F)F)cc1)=C(\C)O	2.1%	14.1%	-7.0%	6.1	-11.8	2.1%	0.7%	-2.7%	-3.2	2.0%	4.4%
O=C(Nc1ccc(F)cc1)C1=CC(=O)N2CCN=C2S1	-2.6%	?	0.4%	/	/	-5.2%	?	?	4.8	-1.3%	/
COc1ccc(-c2nc(CS(=O)(=O)CC(=O)NCc3cccc(OC)c3OC)c(C)o2)cc1	0.3%	15.3%	1.4%	-3.0	18.5	1.2%	0.0%	-1.1%	-1.1	1.2%	8.4%
CN(C)c1ccc(/C(=N\O)C(F)(F)F)cc1	4.5%	35.5%	5.4%	-3.4	-0.3	1.5%	-16.1%	-10.5%	0.4	6.9%	/
CCNS(=O)(=O)c1ccc2c(c1)NCC2	-0.6%	25.0%	-1.6%	14.8	-6.1	9.9%	-0.5%	-8.7%	0.6	2.8%	-1.3%
O=C(Nc1cccnc1)c1ccccc1NS(=O)(=O)c1ccc(F)cc1	-14.9%	?	-3.7%	-8.4	12.9	2.5%	?	-2.2%	5.9	-0.2%	1.9%
CSc1nc(N)nc2c1ncn2CC(=O)NCC(c1ccccc1)c1ccccc1	-2.3%	/	/	10.3	-10.8	6.8%	/	/	/	/	7.3%
COc1cc(-c2nnc(COc3ccc4ccccc4c3)o2)cc(OC)c1OC	-4.9%	8.2%	-3.9%	-10.3	-17.9	4.2%	-0.5%	-0.1%	3.8	-1.1%	4.3%
C=CCNC(=O)c1nn2cccnc2c1Cl	3.4%	10.2%	6.6%	-10.8	-14.7	8.8%	-2.1%	5.1%	0.4	5.5%	-5.4%
O=C(O)c1nn(CC(=O)N2CCN(c3ccccc3)CC2)c(=O)c2ccccc12	-0.7%	20.3%	0.4%	30.0[activator]	12.0	-2.9%	-5.1%	-23.9%	-0.3	-3.2%	-3.0%
CCC(CCC(=O)Nc1cccc(C(=O)O)c1)C(=O)O (stereo not given)	2.7%	19.0%	-1.7%	1.0	-1.8	-1.2%	-0.6%	-15.3%	-0.4	-0.6%	7.7%
CCn1c(-c2ccc(C)cc2)nn(CC(=O)NCCc2ccccc2)c1=S	-4.5%	37.0%	-12.9%	4.8	6.7	0.3%	3.9%	-9.0%	3.5	-3.7%	-17.2%
COc1ccc(NC(=O)c2nc3nccc(C)n3n2)cn1	?	29.2%	?	-27.2	3.7	-5.2%	?	-3.0%	0.5	?	6.6%
O=C1Nc2cccnc2N(C(=O)CCl)c2ccccc21	-15.2%	?	-32.2%[inhibitor]	-20.1	0.4	-3.1%	1.2%	-21.8%	-1.4	-23.2%	-15.6%
